MITF inh – inhibitors of human MITF; AlphaScreen MITF homodimerization, bead proximity signal; inhibition, % at 2.6 µM; O75030; hit rate 0.91% among 650,000; AID 1259374; in the data active = inhibition above about 50%;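 also: 0% = vehicle wells with protein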
FBW7 act – activators of human E3 ligase FBW7. Q969H0. AlphaScreen FBW7–phospho-cyclin E peptide binding, activator screen. normalized activity (activation), % at 26.1 µM. hit rate 0.13% among 650,000; in the data active = normalized activity above about 1.9%;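 also: purified mutant Fbw7 with reduced substrate affinity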
Target sequence (Q969H0 whole entry, looked up): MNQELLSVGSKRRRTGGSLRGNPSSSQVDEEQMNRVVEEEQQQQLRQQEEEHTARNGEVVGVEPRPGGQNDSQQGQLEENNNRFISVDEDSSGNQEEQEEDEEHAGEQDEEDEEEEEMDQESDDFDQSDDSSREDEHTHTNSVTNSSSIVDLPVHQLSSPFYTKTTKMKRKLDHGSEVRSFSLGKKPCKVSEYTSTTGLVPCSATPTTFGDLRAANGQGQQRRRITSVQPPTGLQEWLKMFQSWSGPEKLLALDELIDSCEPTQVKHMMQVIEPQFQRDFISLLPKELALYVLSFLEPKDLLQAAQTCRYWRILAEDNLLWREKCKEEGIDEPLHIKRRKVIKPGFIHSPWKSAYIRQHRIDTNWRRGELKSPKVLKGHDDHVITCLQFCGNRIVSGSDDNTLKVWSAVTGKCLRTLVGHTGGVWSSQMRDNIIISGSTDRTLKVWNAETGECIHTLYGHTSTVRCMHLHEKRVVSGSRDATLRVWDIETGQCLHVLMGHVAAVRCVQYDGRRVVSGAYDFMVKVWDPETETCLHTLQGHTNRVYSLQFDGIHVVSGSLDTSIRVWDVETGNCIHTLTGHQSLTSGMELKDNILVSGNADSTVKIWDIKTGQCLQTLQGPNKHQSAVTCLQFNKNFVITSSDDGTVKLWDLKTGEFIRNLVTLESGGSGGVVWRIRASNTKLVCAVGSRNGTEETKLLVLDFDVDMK
TEAD-YAP inh – TEAD-YAP interaction inhibition | hit rate 1.4% among 640,000 | HEK-TIYL cells, TEAD-Gal4/YAP UAS-luciferase luminescence | inhibition, % at 9.12 µM | AID 1259422; in the data active = inhibition above about 32%;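 also: 0% = median of test compound wells and 100% = reference inhibitor wells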
GPR151 ag – activates the human receptor GPR151. PathHunter beta-arrestin GPR151 cells, luminescence. activation, % at 11.2 µM. hit rate 1% among 650,000; in the data active = activation above about 4.9%;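 also: 0% = median of compound wells and 100% = cells with positive control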
* = called active by the depositor.

SMILES	MITF inh	FBW7 act	TEAD-YAP inh	GPR151 ag
Cc1ccc(NC2=CC(=O)C=CC2=O)c(C)c1	22	0.5	-4	2.8
CCC(C)NC(=O)CC(NS(=O)(=O)c1ccc(C)cc1)c1ccc(OC)cc1 (stereo not drawn)	-14	0.0	3	0.3
CCOC(=O)c1c(NC(=O)C(C)Sc2nnc(CNC(=O)COc3ccc(Cl)cc3)n2C)sc2c1CCC2 (stereo not drawn)	-5	0.0	12	1.2
O=C(c1cccc(Br)c1)N1CCN(c2ccc([N+](=O)[O-])c(NCc3ccco3)c2)CC1	-2	0.0	5	0.3
COc1ccc(/C=N/NC(=O)c2ccccc2O)c(OC)c1	10	0.0	-1	3.3
OCCCNc1cc(-c2ccc(F)cc2)nc(-c2cccnc2)n1	12	0.5	0	-0.5
COC(=O)CC/C(C)=N\Nc1ccc([N+](=O)[O-])cc1[N+](=O)[O-]	1	-0.2	9	0.6
COc1ccccc1OCCSc1nc(C)cc(C)n1	0	-0.1	-24	-0.2
Nc1c(C(=O)Nc2ccccc2)sc2cc([N+](=O)[O-])cc([N+](=O)[O-])c12	1	-0.1	-22	0.7
COC(=O)c1ccc(NC(=O)CNc2cccc(Br)c2)cc1	4	-0.1	13	-1.3
N#C/C(=C\c1cn(CC(=O)Nc2ccc(F)cc2)c2ccccc12)C(N)=O	1	-0.1	-8	0.2
Cc1ccccc1C1NC(C(=O)O)CS1 (stereo not drawn)	13	0.0	8	-0.5
CC1(C)CC(=O)C2=C(C1)N(Cc1ccco1)C(=O)C2(O)C(F)(F)F (stereo not drawn)	3	-0.1	3	-1.1
CC1CCN(S(=O)(=O)N2CCN(C(=O)c3ccco3)CC2)CC1	5	0.0	-2	2.2
CC1(C)CC(=O)C2=C(C1)OC(N)=C(C#N)C2c1ccc2ccccc2c1 (stereo not drawn)	17	0.1	-3	1.6
CN(C)c1ccc(NC(=O)/C=C/c2ccc(Br)cc2)cc1	22	0.4	-49	-0.5
Nc1ccc(S(=O)(=O)N2CCOC3CCCCC32)cc1 (stereo not drawn)	76*	-0.3	-2	2.2
CCC(=O)N(Cc1cccnc1)Cc1cc2ccc(C)cc2[nH]c1=O	17	0.1	12	0.5
Cc1ccc(-n2[nH]c(C)c(C=Nc3c(Cl)cc(Cl)cc3Cl)c2=O)cc1C	4	-0.4	6	-1.7
Cc1ccc(NC(=O)CCS(=O)(=O)c2ccc(Br)cc2)nc1	5	0.0	1	-1.1
Cc1nc2c(oc3ccc(Cl)cc32)c(=O)[nH]1	6	0.5	8	-3.1
CCOC(=O)c1cnc2ccc(OC)cc2c1NCC(C)O (stereo not drawn)	16	0.1	7	-0.6
COc1cccc(C=O)c1OC(=O)c1ccc([N+](=O)[O-])cc1Cl	-6	0.4	-13	-0.1
CC(C)c1ccc2nc(NC(=O)c3ccccc3)sc2c1	2	0.3	39*	-3.6
COC(=O)c1ccc(N2CCCCC2)c(NS(=O)(=O)c2ccc(C)cc2)c1	12	0.1	8	-0.9
O=C(NCc1ccco1)C1CCN(Cc2ccccc2O)CC1	25	0.2	3	-0.5
O=S1(=O)N=C(SCc2ccccc2)Nc2ccc(Cl)cc21	-3	0.0	-1	-0.5
CC(=O)N1CC(C)Oc2cc(S(=O)(=O)NC(C)c3ccccc3)ccc21 (stereo not drawn)	-2	-0.1	3	0.9
COc1ccc(C(CC(=O)O)NC(=O)COc2ccccc2C(C)C)cc1 (stereo not drawn)	4	0.0	-4	1.2
Cc1c(CN2CCOc3ccc(C(O)Cc4ccccc4)cc3C2)cnn1C (stereo not drawn)	2	0.0	-1	-0.9
Cn1c(=O)c2c(nc(Sc3nc4ccccc4n3CC(=O)N3CCOCC3)n2C)n(C)c1=O	-8	-0.2	3	-1.3
CCN(C(=O)CCN1C(=O)c2ccccc2C1=O)C1CCCCC1	-11	-0.1	-13	1.3
CCOc1ccc(C2NC(=O)NC(C)=C2C(=O)OCc2ccccc2)cc1 (stereo not drawn)	6	0.2	8	-1.1
O=C(NCCc1ccccc1)C1CC(c2cccc(Br)c2)=NO1 (stereo not drawn)	6	0.2	9	-0.7
Cc1ccc(-c2nsc(SCC(=O)Nc3ccc4c(c3)OCCO4)n2)cc1	20	0.4	-1	0.6
O=C(NCCN1CCOCC1)c1cccc(NCCCN2CCCC2=O)n1	16	-0.1	-1	-1.7
N#Cc1cc2[nH]c3ccccc3c2n(-c2ccc([N+](=O)[O-])cc2)c1=N	5	-0.3	-11	-0.5
CSCCCN1CCC2(CC1)CC2C(=O)NCc1cccc(C(F)(F)F)c1 (stereo not drawn)	8	0.2	9	1.3
Cc1ccc(S(=O)(=O)/N=C(\N)N/N=C/c2ccccc2)cc1	-9	0.1	12	1.7
Cc1cc(=O)nc2c3ccccc3n(C(C)C(=O)NCc3ccccc3F)n12 (stereo not drawn)	-3	-0.1	-1	-0.4
Cn1cc(CN2CCN(Cc3ccsc3)C(CCO)C2)c(-c2ccccc2)n1 (stereo not drawn)	-6	0.0	4	0.0
C=CCOc1ccccc1CN1CCC(C2(C)NC(=O)NC2=O)CC1 (stereo not drawn)	8	0.0	-9	-0.6
O=C(NCc1ccco1)c1ccc2c(=O)n(CC3CCCO3)c(SCc3ccccc3F)nc2c1 (stereo not drawn)	-53	0.6	-3	-1.6
CCC(=O)N1CCc2cc(S(=O)(=O)NCCC(=O)NCc3ccccc3Cl)ccc21	4	0.6	-1	-0.8
Cc1ccccc1N1CCN(C2=NC(=O)/C(=C/c3ccc(N(C)C)cc3)S2)CC1	-5	-0.1	2	0.7
O=C(CN1C2=NCCCN2c2ccccc21)c1ccc(Br)s1	16	-0.3	-3	-0.1
CC(NC(=O)C12CC3CC(CC(C3)C1)C2)C(=O)O (stereo not drawn)	-10	0.0	-9	0.1
CN(C(=O)/C(=C/c1ccco1)NC(=O)c1ccccc1)C1CCCCC1	-2	0.0	-4	-1.0
O=C(Nc1ccnn1C1CCN(Cc2cc3ccccc3[nH]2)CC1)c1ccc2c(c1)OCO2	9	0.2	-14	-1.1
Cc1ncsc1CCCNC(=O)CC1C(=O)NCCN1CC(C)C (stereo not drawn)	1	0.2	7	-0.7

Carrying on:
SMILES	MITF inh	FBW7 act	TEAD-YAP inh	GPR151 ag
CCn1c(C)cn2c3c(=O)n(CC(=O)OC)c(=O)n(C)c3nc12	1	-0.2	17	4.2
Cc1c(C(=O)NC2CCCCC2)cccc1[N+](=O)[O-]	6	0.2	14	1.8
COc1ccc(Cn2c(=O)c3ccccc3n3c(-c4ccc(NC(C)=O)cc4)nnc23)cc1	0	-0.1	3	0.0
CCc1cccc(C)c1NC(=O)COC(=O)c1ccc(Cl)c(N)c1	1	0.1	2	-0.1
COC(=O)c1ccc(C2C(C#N)=C(N)Oc3n[nH]c(-c4ccc5c(c4)OCO5)c32)cc1 (stereo not drawn)	15	-0.8	-8	1.5
O=S(=O)(NCCO)c1ccc(F)cc1	-11	-0.1	-4	1.5
N/C(=N\OC(=O)CN1C(=O)c2ccccc2C1=O)c1ccncc1	8	0.0	6	1.6
C=CCN1C(=O)/C(=C/c2ccc(N)cc2)SC1=S	3	-0.1	-1	-0.4
COc1ccc(NC(=O)c2ccc3c(c2)C(=O)N(c2ccccc2)C3=O)c([N+](=O)[O-])c1	-3	0.0	-11	-2.0
CCOc1ccc(NC(=O)C(=O)/C=C(\O)c2ccc(Cl)cc2)cc1	14	-0.2	-7	0.9
CCOc1ccccc1N/C(N)=N/c1nc(C)cc(C)n1	4	0.4	16	-0.9
Cc1[nH]ncc1-c1ccc(NC(=O)OCCc2ccccc2)cc1	-3	0.0	-76	1.3
Cc1ccc(-c2nccnc2NS(=O)(=O)c2ccccc2)cc1	1	-0.3	0	0.6
O=c1oc2ccccc2cc1-c1nnc(Nc2cccc(C(F)(F)F)c2)s1	8	0.2	-12	-1.3
C/C(=N\NC(=O)c1ccccc1[N+](=O)[O-])c1cccc([N+](=O)[O-])c1	5	-0.1	-13	-0.5
O=C(Nc1cc(Cl)ccc1Cl)c1cc2nc(-c3ccc4c(c3)OCO4)cc(C(F)(F)F)n2n1	16	0.7	7	-0.7
O=C1c2ccccc2C(Nc2ccc(Cl)cn2)N1Cc1ccccc1 (stereo not drawn)	6	-0.1	-6	-0.3
CCCCC(=O)NNC(=S)NC(=O)c1ccc(C)cc1	-5	-0.5	-11	-0.1
C=CCc1cccc(OC)c1OCCNCCCC	49	0.4	12	-0.4
CC(Br)c1nc2ccccc2c(=O)n1CCCN1C(=O)c2ccccc2C1=O (stereo not drawn)	-2	-0.2	7	-0.3
O=S(=O)(N/N=C/c1ccc(OC2CSC2)cc1)c1ccccc1	3	0.0	6	-0.8
CSc1nc(N)nc2sc(C(=O)c3ccc(Cl)cc3)c(N)c12	10	0.6	3	0.2
O=[N+]([O-])c1cc(CN2CCCCC2)c2cccnc2c1O	112*	-0.3	0	-0.5
Cc1ccc(C(=O)OC/C(O)=C(\C#N)c2nc3ccccc3[nH]2)cc1C	-10	-0.1	-1	-0.9
CCS(=O)(=O)N1CCC(c2nnc(C3CC3)s2)CC1	2	0.0	1	0.9
COc1cc(NC(=O)c2cccc(-c3cccc(C(C)=O)c3)n2)cc(OC)c1OC	-3	-0.2	36*	2.1
CCc1cnc2c(c1OC)c(=O)n(CC(=O)Nc1ccccc1C)c(=O)n2C	7	0.1	-14	0.7
CCCn1c(N)cc(=O)n(CCC)c1=O	15	0.0	4	0.7
CC(C)n1cnc2c(NC3CCN(Cc4ccccc4)CC3)nc(NCc3cccnc3)nc21	16	0.3	76*	-2.1
N/C(=N\OC(=O)c1ccccc1I)c1ccncc1	-20	0.0	-50	-0.7
COc1cc([N+](=O)[O-])cc2cc(C(=O)N3CCN(c4ccc(C)c(C)c4)CC3)c(=O)oc12	3	0.4	-16	-1.6
COc1cc2nc(N3CCCC3CO)nc(Nc3ccc4c(c3)OCO4)c2cc1OC (stereo not drawn)	9	-0.4	9	-0.8
O=C(O)c1ccccc1C(=O)Nc1cccnc1	-2	-0.1	2	0.6
CC(=O)NCC(=O)OCc1ccc(COC(=O)CNC(C)=O)cc1	-1	0.0	7	-0.1
Cc1ccc(C2NC(=O)C(O)=C2C(=O)c2cccs2)cc1 (stereo not drawn)	6	-0.1	-28	-1.1
O=C(CC1Nc2ccccc2NC1=O)Nc1ccccc1C(F)(F)F (stereo not drawn)	3	0.1	6	0.4
CCC(O)(CCN1CCCCC1)c1ccccc1 (stereo not drawn)	-10	-0.1	1	3.2
NC1=NC(=O)/C(=C\c2cccn2-c2ccc([N+](=O)[O-])cc2)S1	33	0.2	8	0.4
CC(C)C(=O)Nc1c2c(nc3c1CCC3)CCC2	-10	-0.1	-17	0.8
COc1ccccc1NS(=O)(=O)c1ccc(N/N=C(\C)c2ccco2)c([N+](=O)[O-])c1	14	0.1	13	-1.3
NC(=O)Cn1c(=O)n(Cc2cccs2)c(=O)c2cccnc21	8	-0.2	-3	-0.9
COCCN1CCN(C(=O)CN2Cc3cc(C)ccc3OC(c3ccsc3)C2)CC1 (stereo not drawn)	-8	-0.1	22	-0.5
O=[N+]([O-])c1cccc(/C(=N/c2nccs2)N2CCCCC2)c1	20	0.7	-9	-1.1

In the list so far, 13 have a nitro group on carbon:
SMILES	MITF inh	FBW7 act	TEAD-YAP inh	GPR151 ag
O=C(c1cccc(Br)c1)N1CCN(c2ccc([N+](=O)[O-])c(NCc3ccco3)c2)CC1	-2	0.0	5	0.3
COC(=O)CC/C(C)=N\Nc1ccc([N+](=O)[O-])cc1[N+](=O)[O-]	1	-0.2	9	0.6
Nc1c(C(=O)Nc2ccccc2)sc2cc([N+](=O)[O-])cc([N+](=O)[O-])c12	1	-0.1	-22	0.7
COc1cccc(C=O)c1OC(=O)c1ccc([N+](=O)[O-])cc1Cl	-6	0.4	-13	-0.1
N#Cc1cc2[nH]c3ccccc3c2n(-c2ccc([N+](=O)[O-])cc2)c1=N	5	-0.3	-11	-0.5
Cc1c(C(=O)NC2CCCCC2)cccc1[N+](=O)[O-]	6	0.2	14	1.8
COc1ccc(NC(=O)c2ccc3c(c2)C(=O)N(c2ccccc2)C3=O)c([N+](=O)[O-])c1	-3	0.0	-11	-2.0
C/C(=N\NC(=O)c1ccccc1[N+](=O)[O-])c1cccc([N+](=O)[O-])c1	5	-0.1	-13	-0.5
O=[N+]([O-])c1cc(CN2CCCCC2)c2cccnc2c1O	112*	-0.3	0	-0.5
COc1cc([N+](=O)[O-])cc2cc(C(=O)N3CCN(c4ccc(C)c(C)c4)CC3)c(=O)oc12	3	0.4	-16	-1.6
NC1=NC(=O)/C(=C\c2cccn2-c2ccc([N+](=O)[O-])cc2)S1	33	0.2	8	0.4
COc1ccccc1NS(=O)(=O)c1ccc(N/N=C(\C)c2ccco2)c([N+](=O)[O-])c1	14	0.1	13	-1.3
O=[N+]([O-])c1cccc(/C(=N/c2nccs2)N2CCCCC2)c1	20	0.7	-9	-1.1

Bioassay records as filed in PubChem.
